S3 lipid droplet: qHTS Assay for Lipid Storage Modulators in Drosophila S3 Cells; Drosophila S3 cells, BODIPY lipid droplet fluorescence, 18-24 h; cells fed with added oleic acid; 0.64% of 320,000 active; lipid storage change, negative = inhibition, % at the top dose, mostly 46.1 µM; hits show Potency in µM; AID 2685; active = well fitted inhibition curve with a large enough effect in the signal ratio, with a control signal flat, not every such curve was filed as active; inconclusive = small, poorly fitted or top-dose-only effect, or effect the other way, or a change in a side signal; the % refers to the signal ratio
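Laser-scanning cytometry quantifies lipid droplet accumulation (500–530 nm total intensity; droplet/cell object ratio) in oleic acid-fed (400 uM added) Drosophila S3 cells treated with a concentration series. 20 uM Triacsin C defined 100% inhibition.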
S3 lipid droplet cell count max: second read-out of S3 lipid droplet, no call of its own (marks repeat the call); cell number change, %; measured here: cell count max response;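 cells counted by Cell Tracker Red CMTPX staining in the red channel; peak over a dose series mostly up to 46.1 µM; percent activity relative to internal control wells on each plate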
An asterisk follows results filed as active; i = inactive; ? = inconclusive; / = no result given; [ ] = another dose, or the depositor's remark. % is scaled to controls: 0 for no effect and ±100 for the full control effect; potency is read from the fitted curve at half-maximal effect. An excerpt. The share of hits here may be higher or lower than overall.

S3 lipid droplet,S3 lipid droplet cell count max,Compound
?,/,CC(C)(C)CC(C)(C)NC(=S)Nc1ccc(S(=O)(=O)N2CCOCC2)cc1
-29.1%,-7.1,O=C(Nc1cccnc1)C1CCCN(S(=O)(=O)c2cccc3nsnc23)C1 (configuration not stated)
?,/,COC(=O)c1ccc(C(NC(=O)OCc2ccccc2)/C(C)=C/[C@@H](C)C(=O)NCc2ccc(-c3ccccc3)cc2)cc1 (some centres not stated)
?,/,CN(C)/C=N/c1c(C#N)cnn1-c1nc2ccccc2s1
i,/,COc1ccc(-n2nnnc2CNC(=O)c2ccc3c(c2)OCO3)cc1
?,/,Cc1cccc(NC(=O)Nc2cc(C)on2)c1
?,/,O=[N+]([O-])c1nn(-c2ccc(Cl)cc2)n(O)c1=NCc1cccnc1
?,/,Cc1ccc(OCCN2CCN(C(=O)CCC(=O)Nc3nnc(C)s3)CC2)cc1
?,/,CC(=O)N1c2ccc(S(=O)(=O)NCCC(=O)Nc3ccc(C)c(Cl)c3)cc2CC1C (configuration not stated)
-1.7%,0.6,Cc1ccccc1OCC(O)CN1CCN(CC(O)COc2ccccc2C)C(C)C1 (configuration not stated)
20.7%,-14.6,CCC(c1nnnn1Cc1ccco1)N1CCN(c2cc(Cl)ccc2C)CC1 (configuration not stated)
8.4%,0.7,CCCNC(=O)c1nn2c(C(F)(F)F)cc(-c3ccccc3)nc2c1Cl
?,/,COC(=O)c1ccccc1NC(=O)c1ccccc1N(C)S(C)(=O)=O
i,/,Cc1cccc2sc(NC(=O)C3CCCO3)nc12 (configuration not stated)
?,/,CCOc1ccccc1CNC(=O)CCN1C(=O)COc2ccccc21
?,/,Cc1ccc(-n2nc3c(c2NC(=O)c2ccccc2Br)CS(=O)C3)cc1 (configuration not stated)
-5.1%,-14.9,CCCCc1nc2cc(C(=O)NCc3ccccn3)ccc2o1
0.1%,4.8,CC(c1nnc(SCC(=O)N2CCc3ccccc32)n1-c1ccc(Cl)cc1)N(C)C (configuration not stated)
-9.4%,-0.6,C/C(=N/NC(=O)C1CC1(c1ccccc1)c1ccccc1)c1cccs1 (configuration not stated)
-24.8%,-18.5,CCOC(=S)SCC(=O)N1CCc2ccccc2C1C1C(=O)CCCC1=O (configuration not stated)
?,/,COc1ccc(CC(=O)NNS(=O)(=O)c2ccc3ccccc3c2)cc1OC
?,/,Cc1nn(C(C)C(=O)N2CCN(c3ccccn3)CC2)c(=O)c2cc3occc3n12 (configuration not stated)
i,10.4,O=C(OCn1cncn1)c1ccc(Cl)cc1Cl
4.6%,4.5,COC(=O)c1cc2nc(-c3ccccc3)cc(C(F)(F)F)n2n1
20.8%,0.9,CCOc1ccc(OCC)c(N=c2oc3c(C)ncc(CO)c3cc2C(N)=O)c1
?,/,CC(=O)N1c2ccccc2N(Cc2ccc([N+](=O)[O-])cc2)C(=O)C1(C)C
?,/,Cc1nc2ccccc2n1CC(=O)OCC(=O)NC1CC1
?,/,Cc1cc([N+](=O)[O-])cc(C)c1OCC(=O)N/N=C/c1ccc(OC(=O)c2ccccc2)cc1
?,/,COc1ccc(NC(=O)c2[nH]c(C)c(C(C)=O)c2C)cc1S(=O)(=O)Nc1ccc(Br)cc1
?,/,CCc1cc(CC)c(/C=N/NC(N)=O)c(CC)c1

One compound at a time, from the list above. Values in the order: S3 lipid droplet | S3 lipid droplet cell count max
`COc1ccc(CC(=O)NNS(=O)(=O)c2ccc3ccccc3c2)cc1OC` in the list: ? | /
`Cc1nc2ccccc2n1CC(=O)OCC(=O)NC1CC1` in the list: ? | /
`Cc1cccc2sc(NC(=O)C3CCCO3)nc12` (configuration not stated) in the list: i | /
`CCC(c1nnnn1Cc1ccco1)N1CCN(c2cc(Cl)ccc2C)CC1` (configuration not stated) in the list: 20.7% | -14.6
`COc1ccc(NC(=O)c2[nH]c(C)c(C(C)=O)c2C)cc1S(=O)(=O)Nc1ccc(Br)cc1` in the list: ? | /

Continuation:
S3 lipid droplet,S3 lipid droplet cell count max,Compound
-2.3%,3.4,CCN(CC)C(=O)C(Oc1ccc(S(=O)(=O)N2CCCC2)cc1[N+](=O)[O-])c1ccccc1 (configuration not stated)
?,/,O=C(/C=C/c1cccc(F)c1)NCc1ccc2c(c1)OCO2
?,/,O=C(CN1C(=O)NC(c2ccccc2)(c2ccccc2)C1=O)NC1CCS(=O)(=O)C1 (configuration not stated)
?,/,Cn1cc(CN2CCCC(C(=O)Nc3cccc(-n4cccn4)c3)C2)cn1 (configuration not stated)
?,/,O=C(N[C@@H](Cc1c[nH]c2ccccc12)C(=O)O)OCC1c2ccccc2-c2ccccc21
i,3.2,CC1C(=O)Nc2ccc(S(=O)(=O)NCCc3ccc(Cl)cc3)cc2NC1=O (configuration not stated)
-1.3%,-14.1,Nc1nccnc1C(=O)OCC(=O)Nc1ccc2[nH]c(=O)[nH]c2c1
?,/,CCOC(=O)c1c(C)[nH]c(C(=O)OCC(=O)Nc2ccc(Cl)cn2)c1C
i,/,CCCCn1c(SCC(=O)Nc2nnc(CC)s2)nc2ccccc2c1=O
14.7%,-4.0,CC1(C)Cc2ccccc2-c2n[nH]c(=S)n21
?,/,O=S(=O)(c1ccccc1)C1(S(=O)(=O)c2ccccc2)CCCC1
i,-5.9,O=C(c1noc2c1CCCC2)N1CCC(CO)(Cc2ccccc2Cl)CC1
i[0.369 µM],-12.3,O=C(NCCS(=O)(=O)c1ccc(Br)cc1)c1ccccc1Cl
i,19.4,Nc1ncc(S(=O)(=O)c2ccc(Cl)cc2)c(N)n1
6.7%,2.6,COC(=O)c1scc(S(=O)(=O)C(C)C)c1N/N=C(\C#N)C(=O)c1ccc(Cl)cc1
?,/,N#CC1C(C#N)N2CCCN2C1c1ccc(Br)cc1 (configuration not stated)
?,/,S=C(Nc1ccccc1Cl)N1CCC(c2ccccc2)C1 (configuration not stated)
?,/,CCOC(=O)CC1C(=O)NCCN1c1nc2c(C)cccn2c(=O)c1/C=C1\SC(=S)N(C(C)CC)C1=O (configuration not stated)
?,/,CCOc1ccc(COC(=O)C2CC(=O)N(CCc3ccccc3)C2)cc1OC (configuration not stated)
7.5%,5.8,CCOC(=O)C1CCCN(C(=O)C2CCC(CNS(=O)(=O)c3ccc(NC(C)=O)cc3)CC2)C1 (configuration not stated)
?,/,CC1=NN(C(=O)Cn2ccc([N+](=O)[O-])n2)C(O)(C(F)(F)F)C1 (configuration not stated)
16.0%,21.2,O=C(CN1C(=O)NC2(CCCC2)C1=O)N1CCN(c2ccccc2Cl)CC1
?,/,CC(C)Cc1nnc(NC(=O)CCC(=O)NC2CCCc3ccccc32)s1 (configuration not stated)
20.5%,1.6,COc1ccc(CN2CCOCC2)c(C)c1C
3.7%,4.0,CCOc1ccccc1CN1CCN(CC2=Cc3cc(OC)ccc3OC2)CC1CCO (configuration not stated)
-1.9%,/,Cc1ccnn1CC(=O)N/N=C/c1ccco1
?,/,Cc1ccnc(NC(=O)c2ccc(S(=O)(=O)NCc3ccco3)cc2)c1
7.0%,-20.3,CC(C)Oc1ccc(CSC(=N)N)cc1
?,/,Cc1ccsc1/C=N/NC(=O)CC(=O)NCC(C)C
?,/,CC(=O)c1ccc(N(CC(=O)NC2CCCC2)C(=O)CCC(=O)Nc2cc(C)on2)cc1

Four entries from above, with each value named.
molecule: CC1C(=O)Nc2ccc(S(=O)(=O)NCCc3ccc(Cl)cc3)cc2NC1=O (configuration not stated)
  S3 lipid droplet: i; S3 lipid droplet cell count max: 3.2

molecule: O=C(c1noc2c1CCCC2)N1CCC(CO)(Cc2ccccc2Cl)CC1
  S3 lipid droplet: i; S3 lipid droplet cell count max: -5.9

molecule: Cn1cc(CN2CCCC(C(=O)Nc3cccc(-n4cccn4)c3)C2)cn1 (configuration not stated)
  S3 lipid droplet: ?; S3 lipid droplet cell count max: /

molecule: COC(=O)c1scc(S(=O)(=O)C(C)C)c1N/N=C(\C#N)C(=O)c1ccc(Cl)cc1
  S3 lipid droplet: 6.7%; S3 lipid droplet cell count max: 2.6

Next part:
S3 lipid droplet,S3 lipid droplet cell count max,Compound
?,/,COC(=O)c1ccc(C2c3[nH]c4ccccc4c3C[C@H]3C(=O)N(C4CCN(Cc5ccccc5)CC4)CC(=O)N23)cc1 (some centres not stated)
?,/,CC(C)(C)c1ccccc1NC(=S)NC1CCCC1
?,/,CCCOc1ccc2[nH]cc(C(=O)O)c(=O)c2c1
?,/,N#CNc1nc(O)cc(=O)[nH]1
?,/,CCOC(=O)C1CCN(C(=S)Nc2ccc(Cl)cc2C)CC1
-11.5%,-0.6,Cc1ccc(-n2c(SCc3ccc(C(=O)O)cc3)nnc2-c2ccncc2)cc1
3.7%,1.4,CCc1ccc(C2=C/C(=C/c3cccnc3)C(=O)O2)cc1
-15.8%,22.0,Cc1cc(C)c2c(=O)[nH]c(SCC(=O)Nc3ccc(N(C)C)cc3)nc2n1
-5.4%,12.7,CN=C(C)/C(C(=O)OC)=C(/O)c1ccccc1F
?,/,COc1cccc(CNC(=O)c2cc(C)nc3ccccc23)c1
?,/,O=c1c2ccc(Cl)cc2[nH]c(=S)n1CCC1=CCCCC1
i[0.0737 µM],/,CC1(c2ccc3c(c2)OCCO3)NC(=O)N(CC(=O)Nc2ccccc2F)C1=O (configuration not stated)
?,/,Cc1ccc(C(=O)NC(=S)NCCCN2CCOCC2)cc1
?,/,O=c1c2cc(NC(=S)N3CCCCCC3)ccc2nc2n1CCCCC2
i,18.6,COc1ccc(OC)c(NC(=O)c2sc3nc(Cc4ccccc4)cc(C(F)(F)F)c3c2N)c1
?,/,Cc1nc2cc(NCc3ccc(Cl)cc3)ccc2n1C
17.3%,/,O=C1CCC/C(=N\NC(=O)c2ccc(NS(=O)(=O)c3ccc(Br)cc3)cc2)C1
?,/,Cc1cc(Cl)ccc1NC(=O)C1CCCN1C(=O)c1cccs1 (configuration not stated)
?,/,COc1ccc2nc(/N=C/c3cccc(OC)c3O)sc2c1
2.7%,23.7,Cn1ccnc1SCC(=O)Nc1ccc(Br)cc1C(F)(F)F
?,/,CSc1ncc(C(=O)Nc2cccc(Cl)c2)c(C)n1
8.2%,-30.3,C=CCn1c(=O)c2ccc(C(=O)NCc3ccccc3)cc2n(Cc2ccc(Cl)cc2)c1=O
?,/,CC(=O)NCCN1C(=O)S/C(=C\c2cccs2)C1=O
?,/,OCCC1CN(Cc2cc3ccccc3o2)CCN1Cc1ccc(F)cc1 (configuration not stated)
1.2%,-0.3,O=C1c2ccccc2C(Nc2ccc(S(=O)(=O)N3CCOCC3)cc2)N1c1cccnc1 (configuration not stated)
?,/,O=S(=O)(c1cccc(Cl)c1Cl)N1CCCCC1
?,/,Cc1cccc(C)c1-n1nnnc1C1(Nc2ccccc2)CCCCC1
12.0%,/,Cc1c(NC(=O)C(C)OC(=O)c2ccc(Cl)nc2)c(=O)n(-c2ccccc2)n1C (configuration not stated)
i,/,CCCCSc1nnc([C@H](C)NC(=O)OC(C)(C)C)o1
-7.9%,-4.2,COc1ccc(/C=C2/N=C(SCC(=O)Nc3cc(C)on3)N(c3ccccc3)C2=O)cc1

Other records.
S3 lipid droplet,S3 lipid droplet cell count max,Compound
?,/,COc1cc(NC(=O)CN(c2ccc(C)cc2)S(=O)(=O)c2c(C)nn(C)c2C)cc(OC)c1
?,/,O=C1CS/C(=C\S(=O)(=O)c2ccc(Cl)cc2)N1
?,/,COCc1nc2c([nH]1)c(=O)n(C)c(=O)n2CC(C)C
12.2%,6.1,Cc1cc(C(=O)Nc2ccccc2C(=O)O)ccc1NC(=O)COc1cccc([N+](=O)[O-])c1
?,/,Cc1cccc(OCC(=O)N2CCCc3ccccc32)c1
?,/,Cc1ccc2cc(C)c(NCCO)nc2c1
6.3%,2.7,COc1ccccc1C(=O)Nn1c(-c2cccs2)nc2ccccc2c1=O
?,/,COc1ccc(C(C(=O)NC(C)(C)C)N(CCC(C)C)C(=O)CCC(=O)Nc2cc(C)on2)cc1 (configuration not stated)
?,/,COc1cccc(C(=O)NCCC(=O)NCc2cc(=O)n(C)c(=O)n2C)c1
5.2%,/,O=C1NC(N2CCOCC2)=N/C1=C/c1ccc2c(c1)OCO2
-4.7%,-0.3,Cc1ccc(-n2c(-c3cnccn3)n[nH]c2=S)cc1
-6.5%,-12.8,CCCCCNC(=O)C1CCC(Cn2c(=S)[nH]c3ccccc3c2=O)CC1 (configuration not stated)
?,/,CCCC(=O)Nc1ccc(Cl)c(NC(=S)NC(=O)c2cc3ccccc3o2)c1
-12.7%,-4.9,CN(N)c1nc(-c2ccccc2)cc(-c2ccccc2)n1
?,/,Cc1cc(OCCCC(=O)NCCN2C(=O)S/C(=C\c3cccnc3)C2=O)ccc1Cl
?,/,O=C(/N=C1\NC(=O)C(F)(C(F)(F)F)S1)NC1CCCCC1 (configuration not stated)
3.7%,27.7,O=c1c2c(-c3ccccc3)csc2ncn1/N=C/c1cccc([N+](=O)[O-])c1O
?,/,COCCn1c(=NC(=O)c2ccc(S(=O)(=O)N3CCCc4ccccc43)cc2)sc2cc(S(C)(=O)=O)ccc21
?,/,COC(=O)c1c(NC(=O)CSc2nnnn2-c2ccccc2)sc2c1CCC(C)C2 (configuration not stated)
i,/,O=c1c2cc(NC(=S)NC3CCCC3)ccc2nc2n1CCCCC2
?,/,CNc1nc2ccccc2n1CC(=O)c1ccccc1
9.1%,2.7,O=C(c1ccc(Br)cc1)c1cc2ccc(O)cc2oc1=O
-1.1%,-0.7,COc1ccc(C2/C(=C(/O)c3ccc(C)cc3)C(=O)C(=O)N2c2ccccn2)cc1OC (configuration not stated)

Screening results as filed in PubChem.
